LDHA inh = blocks human lactate dehydrogenase A. P00338. purified LDHA, NADH/diaphorase-resazurin fluorescence; hits give low values. activity change, % (values are at about 110 or 230 µM). 0.15% of 480,000 active. AID 1347041; in the data active = activity change below about -30%; inconclusive = mostly about -25% to -30%;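 also: plate controls were DMSO wells for no effect and wells without enzyme for full effect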
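Remaining NADH was detected by diaphorase (0.133 mg/mL) converting 37 µM resazurin to fluorescent resorufin, read at 0 and 20 minutes. The preceding 5-minute room-temperature reaction used 2 nM LDHA, 0.2 mM sodium pyruvate and 0.06 mM NADH at pH 7.4.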
* marks the source's active call; other numbers are inactive results; u = inconclusive.

SMILES	LDHA inh
CC(=O)c1cc2c(cc1NC(=O)Cn1c(Nc3cccc(F)c3)nc(C)cc1=O)OCO2	-23.6
COc1ccc(NC(=O)[C@@H]2Cc3ccccc3CN2C(=O)OC(C)(C)C)cc1	3.9
Cc1ccccc1-n1c(SCC(=O)NC(C)c2cc3ccccc3o2)nnc1N1CCOCC1 (centres undefined)	-6.9
COc1ccc(C(=O)c2[nH]c(N)c(C(=O)NCCc3c[nH]c4ccccc34)c2-c2c(F)cccc2Cl)cc1	-9.2
CC(=O)Nc1ccc(C)c(NC(=O)c2nc(-c3ccccc3)oc2C)c1	7.5
CC(=O)Nc1ccc(-c2csc(NC(=O)c3cc4cnn(C(C)C)c4nc3C)n2)cc1	-0.2
COC(=O)c1ccc(COC(=O)CCc2ccc3c(c2)OCO3)cc1	-3.3
COc1cccc(NC(C)c2nc3scc(-c4cccs4)c3c(=O)[nH]2)c1 (centres undefined)	6.3
N#Cc1ncn(Cc2coc(-c3ccc(Cl)cc3)n2)n1	-10.6
O=C1C=CC=C/C1=C\N(O)c1ccccc1	2.7
CS(=O)(=O)c1cccc(C(=O)N(CCc2ccccc2)Cc2ccccc2)c1	13.4
O=C(CSc1ncnc2sccc12)N(Cc1ccc(F)cc1)C1CCCCC1	2.7
COc1cccc(C2c3c(ncn(-c4ccccc4-c4ccccc4)c3=N)Oc3ccc4ccccc4c32)c1 (centres undefined)	12.6
O=C1c2ccccc2C(c2nnnn2-c2ccc3c(c2)OCCO3)N1CCc1ccccc1F (centres undefined)	1.5
C/C(=C\c1ccc(F)cc1)C1Nc2cccc3cccc(c23)N1	3.2
CCCC(C)NC(=O)c1ccc(CNC(=O)NC(C)C)cc1 (centres undefined)	4.8
CC(=O)c1c(C)[nH]c(C(=O)c2oc3ccc(Cl)cc3c2C)c1C	1.2
CC(=O)N1CCN(C(C(=O)O)c2cn(CCC(=O)O)c3cc(Br)ccc23)CC1 (centres undefined)	5.1
CCNC(=O)NC(=O)C(C)OC(=O)c1cc(C)nc2ccccc12 (centres undefined)	12.9
CCOC(=O)c1ccc(NC(=O)c2ncoc2-c2ccc(OC)cc2)cc1	-1.0

A different layout for two compounds above:
COc1cccc(C2c3c(ncn(-c4ccccc4-c4ccccc4)c3=N)Oc3ccc4ccccc4c32)c1 (centres undefined)
  LDHA inh: 12.6

C/C(=C\c1ccc(F)cc1)C1Nc2cccc3cccc(c23)N1
  LDHA inh: 3.2

More entries:
SMILES	LDHA inh
c1ccc2c(-c3nn4c(C5CCCCC5)nnc4s3)c[nH]c2c1	2.1
O=C(Nc1cccc2ncccc12)c1ccc([N+](=O)[O-])cc1	-19.5
COc1ccc(-c2cc(=O)n(-c3ccc(OC)cc3)[nH]2)cc1	11.0
CC(C)c1nc2cc(NC(=O)c3ccc[nH]c3=O)ccc2o1	9.8
CSc1nnc2c(n1)OC(c1cc3c(cc1Br)OCO3)N(C(C)=O)c1ccccc1-2 (centres undefined)	0.3
NC(=O)c1cc(-c2ccc(Br)cc2)nc2ccccc12	-7.0
CCCCc1c(-c2ccccc2)ncn1CCc1ccccc1OC	5.1
CCCc1cc(=O)[nH]c(Nc2nc(C)c3ccccc3n2)n1	6.4
O=C(O)CCC(NS(=O)(=O)c1ccc(Cl)cc1)C(=O)O (centres undefined)	3.7
CCOC(=O)c1c(S(=O)(=O)NCC(=O)N2CCCC2)c(C)n(C)c1C	-11.5
Nc1ccc(C2=CSC3=NCCCN23)cc1	7.4
Cc1ccc2c(CSc3nnnn3-c3ccccc3)cc(=O)oc2c1C	12.1
COC(=O)CCNC(=O)C1CCN(c2ncnc3sc4c(c23)CCC4)CC1	13.5
CCCCCCCCS(=O)CCCCC(=O)OCC (centres undefined)	14.6
CC(=O)N1CCN(c2c([N+](=O)[O-])cnc3ccc(Br)cc23)CC1	0.4
O=CN1CCN(C(=O)CCn2c(-c3ccccc3)cc3ccccc32)CC1	-0.9
CCC(C)c1ccc(NC(=O)CSc2ncnc3ccccc23)cc1 (centres undefined)	4.3
C/C=C/Cn1c(=O)c2c(nc(-n3nc(C)cc3C)n2CC)n(C)c1=O	0.2
O=C(/C=C/c1ccc(F)cc1)NCCc1c[nH]c2ccccc12	2.1
Cc1ccc(C)c(OCCC(=O)N2CCN(S(=O)(=O)c3cccs3)CC2)c1	4.7

Pulled one by one from the list above, 3 records:
SMILES	LDHA inh
CCCCCCCCS(=O)CCCCC(=O)OCC (centres undefined)	14.6
c1ccc2c(-c3nn4c(C5CCCCC5)nnc4s3)c[nH]c2c1	2.1
O=C(/C=C/c1ccc(F)cc1)NCCc1c[nH]c2ccccc12	2.1

Next entries follow.
SMILES	LDHA inh
COC(=O)[C@@]12C[C@@H](CC(=O)NCC3CCCCC3)C(=O)N(CCc3ccc(OC)c(OC)c3)C1=CCC(C)(C)C2	-2.4
CNC(=O)CSc1nc(C)nc2sc3c(c12)CCCC3	0.6
CC(C)c1ccc(NC(=O)CSc2ncnc3ccccc23)cc1	8.1
Cc1ccc(C)c2[nH]c(C(=O)O)cc12	-2.1
COc1ccc(Nc2nc(NCCO)c3nccnc3n2)cc1	-7.4
COc1ccccc1Nc1nc(N2CCOCC2)c2cnn(C)c2n1	-0.9
O=C(CSc1nc2ccccc2nc1N1CCCC1)Nc1ccc(Br)cc1	-21.8
COc1ccc(OC)c(NC(=O)C2CC(=O)Nc3c(-c4ccccc4OC)cnn32)c1 (centres undefined)	1.2
C/C(=N\NC(=O)Cc1cccc2ccccc12)c1cccc(NC(=O)c2ccc(Cl)cc2)c1	-17.5
COC(=O)c1ccc2nc(-c3ccc(C)cc3)c(Cc3ccc(OC)cc3C)n2c1	3.6
C#CCN1CCC(C(=O)NCCN2CCCCC2)CC1	0.6
O=C(Cn1ccc2ccccc21)NCc1ccc(Cl)cc1	2.7
Cc1cnc(NC(=O)CCOc2cccc(Br)c2)s1	12.5
Cc1ccc(S(=O)(=O)NC2CC2)cc1C(=O)Nc1cccc2c1CCCC2	-2.4
Cc1occc1-c1nnc(SCC(=O)c2cc(C)n(C3CC3)c2C)n1-c1ccccc1	-12.1
CCOc1ccc(Nc2nc(-c3sc(NC(C)=O)nc3C)cs2)cc1	15.5
O=S(=O)(Nc1nc2ccccc2nc1NC1CCCC1)c1ccc2ccccc2c1	4.4
CCCOc1ccccc1C(=O)N(Cc1ccc(C(C)C)cc1)C1CCS(=O)(=O)C1 (centres undefined)	9.3
CC(C)Cn1c(SCc2cc(=O)n3[nH]cc(C#N)c3n2)nnc1-c1ccccc1F	-1.4
CCOc1c(Br)cc(/C=C/C(=O)c2ccc(OC)c(OC)c2)cc1OC	0.9
CCCCn1c(=O)c(CCc2ccccc2)nc2c1c(=O)[nH]c(=O)n2Cc1ccccc1	3.0
COc1ccccc1CC(=O)C(C#N)C(=O)NCc1ccccc1 (centres undefined)	7.1
C=CCN1C(=O)S/C(=C/c2cn(CC(=O)O)c3ccccc23)C1=O	-3.1
CC(C)(CO)NC(=O)C12CC3CC(CC(C3)C1)C2	2.6
Cc1ccc(NC(=O)Cc2c[nH]c3ccccc23)cc1C	17.9
O=S(=O)(NCCO)c1ccc(Cl)c2ccccc12	1.7
Cc1ccc(OCCOc2ccc3ccc(=O)oc3c2)cc1	-6.3
N#Cc1ccc(SCc2ccccc2)cc1SCc1ccccc1	2.7
Cc1ccc(N2C(=O)N(Cc3ncc(-c4ccccc4)o3)C(=O)C2C)cc1 (centres undefined)	-4.2
O=C(COc1ccc2c(=O)c(Oc3ccc(F)cc3)coc2c1)NCc1ccccc1	-22.3
Cc1ccc2[nH]cc(CCNC(=O)c3ccc(F)c(F)c3)c2c1	0.2
Clc1ccccc1-c1noc(-c2ccc(Br)cc2)n1	0.4
O=C1CN(C(=O)COC(=O)COc2ccc(Cl)cc2Br)c2ccccc2N1	4.9
O=S(=O)(Nc1nc2ccccc2nc1NCc1ccc2c(c1)OCO2)c1cccc(Cl)c1	2.0
COCCn1c(SCC(=O)c2cc(C)c(C)cc2C)nnc1-c1ccc(Cl)cc1	5.2
CCNC(=O)NC(=O)CSc1nc(C)c(C)n1C1CCCC1	4.5
Cc1ccc(CNC(=O)CCCn2ccc3cc(S(=O)(=O)N4CCCC4)ccc32)o1	3.4
O=C(O)c1ccccc1SCc1ccc(Br)cc1	3.5
CNS(=O)(=O)Cc1ccccc1CNC(=O)c1cc(Br)ccc1Cl	1.6
O=C(/C(Cl)=C/Nc1ccccn1)C(F)(F)F	4.4
Cc1cccc(OCC(=O)Nc2cccc(-c3nc4ccc(C)cc4o3)c2)c1	6.2
Cc1ccc(-c2nnn(Cc3cc(Cl)c4c(c3)OCCCO4)n2)cc1	1.5
O=C(CSc1cn(Cc2ccc(F)cc2)c2ccccc12)N1CCCCC1	7.7
CCc1cccc(Nc2nn3c(=O)c4ccccc4nc3s2)c1	-17.8
CCOC(=O)[C@]12CCC=C1N(Cc1ccco1)C(=O)[C@H](CC(=O)NCCCN1CCCC1=O)C2	0.9
Nc1ccc(-c2cc(C(=O)O)c3cc(Cl)ccc3n2)cc1	7.3
COc1ccc(C2=Nc3ccccc3N(C(=O)c3ccc(C(F)(F)F)cc3)C2C(=O)NCc2ccccc2)cc1 (centres undefined)	-5.5
CC1CC1c1ccc(/C=C/C(=O)N(Cc2ccccc2)C2CC2)o1 (centres undefined)	-2.4
CC(C)Cn1c(SCC(=O)Nc2nccs2)nnc1-c1ccco1	6.8
CC(C)C(=O)N1CCN(c2nc3ccccc3o2)CC1	-20.9
O=S(=O)(Nc1nc2ccccc2nc1Nc1cccc(Br)c1)c1cccs1	-0.2
COC(=O)C(C(=O)OC)c1ccccc1NS(=O)(=O)c1ccc(C)cc1	0.0
CC(C)(C)C1CCc2c(sc3ncc(NC(=O)c4ccccc4)c(=O)n23)C1 (centres undefined)	-0.2
COc1cc(/C=C(/C#N)c2ccccn2)ccc1OC(F)F	5.5
CCCOC(=O)c1ccc(Oc2coc3cc(OC(=O)N4CCOCC4)ccc3c2=O)cc1	2.4
COc1cccc(/C=C(\C#N)c2nc3ccccc3[nH]2)c1OC	11.3
O=C1NC2(CCCCC2)NN1c1ccc(Br)cc1	-0.2
O=C1c2ccccc2C(c2nnnn2-c2ccc3c(c2)OCCO3)N1Cc1ccco1 (centres undefined)	-1.8
Cc1oc2cc(OC(C)C(=O)Nc3ccc(N4CCOCC4)cc3)ccc2c(=O)c1-c1ccccc1 (centres undefined)	9.4
COc1ccccc1NC(=O)COc1nc(CC(C)C)c2c(c1C#N)CCC2	6.2

(continued)
SMILES	LDHA inh
CCc1ccc2oc(C(=O)Nc3ccc(S(=O)(=O)Nc4onc(C)c4C)cc3)cc(=O)c2c1	-7.5
CCCn1nc(C(=O)OCC(=O)N2CC(=O)Nc3ccccc32)c2ccccc2c1=O	-1.9
CCN(CC)C(=O)CSc1nc2ccsc2c(=O)n1C	-1.3
CCC1CCCCN1C(=O)Cn1cccc1-c1nc(-c2ccc(C)cc2)no1 (centres undefined)	5.2
O=C(NC1CCS(=O)(=O)C1)c1ccc(Cl)c(S(=O)(=O)N2CCCCCC2)c1 (centres undefined)	6.8
Cc1oc(-c2nc(C#N)c(NCc3ccccc3)o2)cc1S(=O)(=O)N1CCOCC1	-4.7
O=C(NCCN1CCOCC1)c1cc(-c2ccc(-c3ccccc3)cc2)nc2ccccc12	-14.2
C=CCC(NC(=O)N(C)C)(C(=O)OC)C(C)O (centres undefined)	-1.7
Cc1ccc(-c2ccc(N)cc2)o1	-14.7
O=c1oc2ccccc2c(NC2CCCC2)c1NS(=O)(=O)c1ccccc1	-16.1
O=C(Nc1ccc(F)cc1F)C1CC2CCC1C2 (centres undefined)	12.9
CCOc1ccc(NC(=O)c2ccc3c(c2)S(=O)(=O)N=C(C)N3CC(C)C)cc1	u
Cc1ccc2nc(/C(C#N)=C/c3cc(Br)ccc3OC(C)C)[nH]c2c1	4.3
Cc1cccc(NC(=O)COC(=O)c2ccc3ccccc3n2)c1C	10.9
CCNS(=O)(=O)c1ccc2c(c1)NC(=O)C(C)CS2 (centres undefined)	-3.2
CC(=O)c1sc2ccccc2c1OC(=O)c1ccc(C(C)(C)C)cc1	0.8
Cc1cc(NC(=O)c2cc(-c3ccc(Cl)cc3)on2)no1	6.6
COc1ccc(C)cc1NC(=O)COC(=O)c1ccccc1C	11.5
CC(C)CNC(=O)C(C)Sc1nc(-c2ccco2)nc2ccccc12 (centres undefined)	2.9
CC(NC(=O)Cn1nc(-c2ccc(F)cc2)oc1=O)c1ccccc1 (centres undefined)	2.4

Structural class, those above with a CF3 group (two)
SMILES	LDHA inh
O=C(/C(Cl)=C/Nc1ccccn1)C(F)(F)F	4.4
COc1ccc(C2=Nc3ccccc3N(C(=O)c3ccc(C(F)(F)F)cc3)C2C(=O)NCc2ccccc2)cc1 (centres undefined)	-5.5

Additional results follow.
SMILES	LDHA inh
Cc1c(P(=S)(c2ccccc2)c2ccccc2)c2ccccc2n1C(=O)NCc1ccccc1	0.4
Cc1cccc2c1N(Cc1ccccc1OC(C)C)C(=O)C2=O	7.2
O=C(COC(=O)C12CC3CC(CC(C3)C1)C2)Nc1ccc(Cl)cc1[N+](=O)[O-]	8.6
CCOc1ccc(Br)cc1C1N2CC3(CC)CN1CC(CC)(C2)C3=O (centres undefined)	-3.0
O=C1Cc2cc(S(=O)(=O)N3CCN(c4ccc(Br)cc4)CC3)ccc2N1	-0.3
CC(=O)Nc1ccc(C)cc1S(=O)(=O)N1CCCC1c1cccs1 (centres undefined)	1.1
Nc1nnnn1NCc1cc(Cl)ccc1OCc1ccc(Cl)cc1Cl	-16.9
CCc1cccc(C)c1NS(=O)(=O)c1ccccc1C(F)(F)F	-1.3
Cc1ccc2nc(C)cc(C(=O)N(C)C3CCS(=O)(=O)C3)c2c1 (centres undefined)	4.2
Cc1ccc(F)c(S(=O)(=O)N(Cc2nccn2C)C2CC2)c1	-17.2
CCOC(=O)c1sc2cccc(F)c2c1COC(=O)c1ccoc1C	2.6
Cc1cnc(NC(=O)CCc2c(C)[nH]c(=O)[nH]c2=O)s1	-1.2

Part of the list above in order of count of non-hydrogen atoms, smallest number first:
SMILES	LDHA inh
CCOC(=O)c1sc2cccc(F)c2c1COC(=O)c1ccoc1C	2.6
O=C(COC(=O)C12CC3CC(CC(C3)C1)C2)Nc1ccc(Cl)cc1[N+](=O)[O-]	8.6
Cc1c(P(=S)(c2ccccc2)c2ccccc2)c2ccccc2n1C(=O)NCc1ccccc1	0.4

Screens as filed in PubChem BioAssay.

A portion of the library; the hit share may differ from the screen's.
